Bioassay records: PubChem BioAssay, National Center for Advancing Translational Sciences (NCATS)
Chronic BCR inh: qHTS Assay to Find Inhibitors of Chronic Active B-Cell Receptor Signaling. ABC-DLBCL IkBa-CBG/CBR reporter, luminescence ratio, 4 h. Potency, µM (titrated, usually from 46.1 µM), inactives show top-dose ratio change, negative = lower green/red ratio, hits mostly inhibitors. actives 0.05% (n = 340,000). AID 493014, 2011; active = well fitted inhibition curve with a large enough effect in the signal ratio, with a control signal flat, not every such curve was filed as active; inconclusive = small, poorly fitted or top-dose-only effect, or effect the other way, or a change in a side signal; the % refers to the signal ratio;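 also: potency is read from the fitted curve at half-maximal effect; plate controls were basal doxycycline-induced cells for no effect and cells given 10 µM MG132 for full effect; MG132 reads +100%, hits lower the ratio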
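Compounds up to 46 uM were incubated four hours with TMD8 cells whose green CBG68 luciferase is fused to IkappaBalpha; red CBR luminescence normalised the signal, and concentration-effect curves were fitted to fusion, red and ratio data.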
ELG1 DNA repair: qHTS screen for small molecules that inhibit ELG1-dependent DNA repair in human embryonic kidney (HEK293T) cells expressing luciferase-tagged ELG1; HEK293T ELG1-luciferase reporter, luminescence, 16 h; DNA damage induced by 5-fluorouridine; Potency, µM (series often up to 46.1 µM), for the others: at the highest dose activity change, negative = inhibition, hits mostly inhibitors; actives 2.3% (n = 330,000); AID 504467, 2011; also: potency is read from the fitted curve at half-maximal effect; % is scaled to controls: 0 for no effect and ±100 for the full control effect; nearly all actives have a fitted effect of over 55% in size
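Overnight (16 hr) co-exposure of 2,000 cells/well to 5-fluorouridine and compound at 37 °C preceded detection. Luciferase was quantified via ONE-Glo luminescence; loss of signal denotes inhibition.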
PTAP TSG101 blk: qHTS Assay for Iinhibitors of HIV-1 Budding by Blocking the Interaction of PTAP/TSG101; Tumor susceptibility gene 101 protein (Homo sapiens), Q99816; Fluorescence polarization, FITC-PTAP peptide / Tsg101 binding; Potency, µM (highest dose often 115 µM), inactives show top-dose activity change, negative = inhibition, most hits filed as inhibitors; 340,000 tested, under 10 active; AID 493005, 2010; active = well fitted inhibition curve with a large enough effect in the main read-out, with a control signal flat, not every such curve was filed as active; inconclusive = small, poorly fitted or top-dose-only effect, or effect the other way, or a change in a side signal; inactive = no such curve, though single readings can be large or run the other way; also: potency is read from the fitted curve at half-maximal effect; % of control where 0% means no effect
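Compounds were pin-transferred onto Tsg101 binding domain (10 uM final) in HEPES pH 7.5 buffer, then FITC-PTAP peptide was added at 50 nM final. After 20 min at RT, polarization reported peptide displacement across a qHTS concentration series.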
TCR act: Activators of T cell receptors: qHTS campaign. 330,000 tested, under 10 active. Potency, µM (doses to about 9.22 µM), for the others: top-dose activation of IL-2 secretion, usual class: activators. primary human leukocytes, anti-CD3, IL-2 HTRF, 48 h. AID 504894, 2011; also: % of control where 0% means no effect
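Primary human leukocytes incubated 48 hr with anti-CD3 beads plus compound, without co-stimulation. Secreted IL-2 measured by HTRF (europium cryptate/d2 anti-IL-2 pair, 320 nm excitation, 665 nm emission).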
Mito fusion yeast: qHTS Assay for Small Molecule Inhibitors of Mitochondrial Division or Activators of Mitochondrial Fusion. Potency, µM (highest dose often 46.1 µM), without a hit: at the highest dose growth rescue (activation), usual class: activators. actives 0.23% (n = 320,000). S. cerevisiae fusion-defective mutant growth rescue, CellTiterGlo 48 h;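 also: potency is read from the fitted curve at half-maximal effect; % of control where 0% means no effect; nearly all actives have a fitted effect of over 45% in size; temperature-sensitive fusion mutants such as fzo1-1 at 37 °C on non-fermentable ethanol glycerol medium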
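Luminescent cell viability in 1536-well qHTS format served as the measure of rescued growth in ts fusion-mutant S. cerevisiae cultured on non-fermentable YPEG for 48 hours at 37C.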
ASM inhibitor: Inhibitors of Secretory Acid Sphingomyelinase (S-ASM): qHTS | Potency, µM (highest dose often 57.5 µM), for the others: at the top dose activity change, negative = inhibition, actives largely listed as inhibitors | AID 504937, 2011 | actives 0.006% (n = 340,000) | placental ASM, HMU-PC fluorogenic substrate, 60 min; also: potency is read from the fitted curve at half-maximal effect
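Human placenta-derived ASM enzyme was preincubated with compound for 10 minutes at room temperature, then given fluorogenic substrate HMU-PC0 (9 uM final) for 60 minutes at 37 °C; a pH 10 stop preceded fluorescence reading at Ex 386/Em 447 nm.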
Tb PFK block: qHTS Assay to Find Inhibitors of T. brucei phosphofructokinase; T. brucei PFK, ADP-Glo luminescence; actives 0.17% (n = 330,000); AID 485367, 2010; Potency, µM (doses to about 57.5 µM), inactives show top-dose activity, negative = inhibition, hits mostly inhibitors;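 also: potency is read from the fitted curve at half-maximal effect; 0% = uninhibited 1x PFK enzyme wells and -100% = no-enzyme wells; nearly all actives have a fitted effect of over 60% in size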
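Compounds were pin-transferred as a titration series up to 57 uM into substrate buffer (0.5 mM F6P, 0.1 mM ATP, pH 8.0), then 1.25 nM PFK was added and reactions ran 45 min before ADP-Glo detection.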
Eya2 inh: qHTS Assay for Inhibitors of the Phosphatase Activity of Eya2; Protein phosphatase EYA2 (Homo sapiens), O00167; recombinant Eya2, OMFP fluorescence dephosphorylation (OMFP is methylfluorescein phosphate); Potency, µM (top dose mostly 76.9 µM), for the others: at the top dose activity, negative = inhibition, actives largely listed as inhibitors; actives 0.006% (n = 330,000); also: potency is read from the fitted curve at half-maximal effect; % is scaled to controls: 0 for no effect and ±100 for the full control effect
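Eya2 protein (added as 0.2 uM solution) was preincubated with compound for 10 min at ambient temperature in 50 mM HEPES pH 7.5, 50 mM NaCl, 5 uM MgCl2, 0.05% BSA, 1 mM DTT. OMFP (added at 50 uM) then reacted 10 min; fluorescence read at 485/525 nm.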
A-T KAP1 phos: qHTS Assay for Identifying a Potential Treatment of Ataxia-Telangiectasia; actives 0.19% (n = 320,000); Potency, µM (titrated, usually from 57.5 µM), for inactives: at the top dose activation, most hits filed as activators; […] A-T fibroblasts, KAP-1 phosphorylation AlphaLISA; neocarzinostatin DNA damage 30 min before lysis; also: potency is read from the fitted curve at half-maximal effect; % of control where 0% means no effect; nearly all actives have a fitted effect of over 45% in size
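ATM-like activity read as KAP-1 phosphorylation via AlphaLISA donor/acceptor antibody pairs after lysis and 6 hr at 25C. Cells were ATM-null patient fibroblasts ([…], hTERT), dosed 60 min, then exposed to the DSB inducer NCS for 30 min.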
TSHR antag: Antagonists of the Thyroid Stimulating Hormone Receptor: HTS campaign. Thyrotropin receptor (Homo sapiens), P16473. TSHR-expressing cells, TSH-stimulated cAMP HTRF, 2 h; hits give low values. activity change, negative = inhibition, % at 11.5 µM. actives 0.2% (n = 330,000);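 active = activity change below a set negative limit, meaning inhibition stronger than a set level, cut at about -70% in these data; inconclusive = activity change between two set negative limits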; also: % is scaled to controls: 0 for no effect and ±100 for the full control effect
Target sequence (P16473 whole entry, looked up): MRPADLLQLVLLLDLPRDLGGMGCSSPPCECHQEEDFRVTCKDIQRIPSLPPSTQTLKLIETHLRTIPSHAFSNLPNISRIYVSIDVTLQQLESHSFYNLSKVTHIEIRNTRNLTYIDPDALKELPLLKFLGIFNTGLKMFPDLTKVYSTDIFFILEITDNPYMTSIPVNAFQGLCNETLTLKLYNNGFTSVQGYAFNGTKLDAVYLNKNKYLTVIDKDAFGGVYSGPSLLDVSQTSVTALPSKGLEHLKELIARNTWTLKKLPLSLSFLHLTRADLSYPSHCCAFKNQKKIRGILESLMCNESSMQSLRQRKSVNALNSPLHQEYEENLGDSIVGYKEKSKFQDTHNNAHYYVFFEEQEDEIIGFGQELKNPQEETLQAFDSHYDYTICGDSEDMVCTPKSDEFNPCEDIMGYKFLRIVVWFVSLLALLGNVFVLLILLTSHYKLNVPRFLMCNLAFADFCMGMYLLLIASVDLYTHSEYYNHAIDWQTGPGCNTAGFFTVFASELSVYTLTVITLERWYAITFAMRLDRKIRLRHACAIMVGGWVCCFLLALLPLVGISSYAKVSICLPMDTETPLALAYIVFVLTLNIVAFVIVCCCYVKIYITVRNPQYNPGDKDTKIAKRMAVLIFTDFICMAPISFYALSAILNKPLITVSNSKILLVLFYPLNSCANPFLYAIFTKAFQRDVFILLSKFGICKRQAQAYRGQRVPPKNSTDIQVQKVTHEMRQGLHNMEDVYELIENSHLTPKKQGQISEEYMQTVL
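TSHR-expressing cells were treated with compounds, then stimulated with TSH at EC80 (4nM final) for 2 hours at 37 deg C. Cellular cAMP was measured by HTRF competition between lysate cAMP and cAMP-d2 for a cryptate-labelled anti-cAMP antibody.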
a7 integrin act: qHTS for Activators of Integrin-Mediated Alleviation for Muscular Dystrophy; AID 624291, 2012; actives 0.064% (n = 350,000); Potency, µM (highest dose often 38.3 µM), without a hit: top-dose activation, hits mostly activators; alpha7betagal myoblasts, beta-gal FDG fluorescence, 48 h;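 also: potency is read from the fitted curve at half-maximal effect; 100% = response of the positive control SU9516; nearly all actives have a fitted effect of over 60% in size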
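Alpha7betagal+/- myoblasts (passage 13) were plated 16-24 hr, then exposed to compounds (1:260 dilution of DMSO stock) for 48 hours at 37C. After MPER lysis, β-galactosidase reporter activity was read as FDG fluorescence (ex 480/em 540) after 30 minutes.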
An asterisk follows results filed as active; ? = inconclusive; . = not tested or not shown; [ ] = another dose, or the depositor's remark. Unless noted, calls follow the shape of the dose curve; as a rule, active = well fitted curve in the direction sought with a large enough effect; inconclusive = small, poorly fitted or top-dose-only effect, or another doubt; inactive = no such curve, though single readings can be large; an effect the other way counts as inactive or inconclusive.

#1 CCOC(=O)c1sc(=S)n(-c2ccccc2)c1SC
#2 CCS(=O)CC(=O)Nc1c(-c2ccccc2)oc2ccccc2c1=O (stereo not given)
#3 CC1(NC(=O)Cc2csc(-c3ccc(Cl)cc3)n2)CCS(=O)(=O)C1 (stereo not given)
#4 CCn1cc(C(=O)NCCCN2CCCC(C)C2)c(=O)c2cc(S(=O)(=O)N3CCOCC3)ccc21 (stereo not given)
#5 O=C(NC1CCCCC1)C(c1ccc(O)cc1)N(CC1CCCO1)C(=O)C1COc2ccccc2O1 (stereo not given)
#6 COc1ccc(NC(=S)Nc2ccc(N(C)C(C)=O)cc2)cc1
#7 C=CCc1c(C)nc2c(C)cccc2c1SC(=N)N
#8 O=C(CCN1C(=O)c2ccccc2C1=O)Nc1ccccc1C(=O)N1CCOCC1
entry no.	1	2	3	4	5	6	7	8
ASM inhibitor	-1%	1%	-2%	-1%	-3%	4%	-4%	2%
TCR act	4%	4%	9%	0%	9%	-2%	3%	-6%
ELG1 DNA repair	-2%	28%	?	12%	-29%	5%	-6%	-1%
a7 integrin act	-21%	2%	-28%	-11%	20%	4%	-20%	0%
TSHR antag	-5	6	.	11	-10	-3	0	8
Eya2 inh	-1%	5%	-10%	-8%	20%	7%	0%	4%
PTAP TSG101 blk	-1%	-6%	-4%	2%	-3%	0%	-6%	-1%
Chronic BCR inh	2%	-1%	-1%	4%	-17%	5%	?	0%
A-T KAP1 phos	-2%	-12%	17%	6%	.	-5%	3%	-3%
Tb PFK block	0%	3%	0%	3%	-2%	-6%	-1%	1%
Mito fusion yeast	-1%	-2%	.	-5%	7%	-9%	-4%	-6%

#9 O=C(NCCc1c[nH]c2ccccc12)c1cccc(S(=O)(=O)Nc2ccccc2Cl)c1
#10 CC(C)(C)C(=O)CC(=O)Nc1ccc(Cl)c(N)c1
#11 CCn1c(SCC(=O)Nc2ccccc2)nc2nc3c(cc2c1=O)COC(C)(C)C3
#12 CC1CCN(C(=O)Cn2cnc3c2c(=O)n(C)c(=O)n3C)c2ccccc2S1 (stereo not given)
#13 COCCCn1c(SCC(=O)Nc2cccc(C)n2)nnc1-c1ccco1
#14 COCCNC(=S)N1CCN(Cc2cccc(OC)c2)CC1
#15 COc1ccc(C(=O)C[n+]2ccc(C)cc2)cc1
#16 Cc1ccc(S(=O)(=O)N2CCCCC2)cc1NC(=O)CSc1nncn1-c1ccccc1
entry no.	9	10	11	12	13	14	15	16
ASM inhibitor	-10%	1%	0%	0%	-1%	3%	-1%	-1%
TCR act	-6%[46.1 µM]	1%	-2%	2%	1%	-3%	-9%[46.1 µM]	9%
ELG1 DNA repair	-15%	?	10µM*	-3%	10%	3%	8%	?
a7 integrin act	17%	-2%	?	10%	-12%	16%	-9%	14%
TSHR antag	-1	4	-11	-14	3	-3	15	-3
Eya2 inh	3%	-2%	10%	-8%	2%	-15%	4%	9%
PTAP TSG101 blk	0%	-5%	-9%	-6%	-5%	-1%	0%	-3%
Chronic BCR inh	0%	2%	?	0%	-6%	3%	0%	-5%
A-T KAP1 phos	-1%	-21%	33%	2%	-3%	1%	-3%	2%
Tb PFK block	-13%	3%	-2%	-1%	2%	-4%	-5%	16%
Mito fusion yeast	0%	-1%	-2%	0%	-7%	-1%	20%	0%

#17 Cc1cc2c(=O)[nH]cnc2s1
#18 COc1ccc(S(=O)(=O)N2CCN(C(=O)COc3ccccc3)CC2)cc1
#19 O=C1c2ccccc2S(=O)(=O)N1CC(O)Cn1c2ccccc2c2ccccc21 (stereo not given)
#20 COc1ccc(CC(NC(C)=O)C(=O)N2CCN(C(=O)Nc3ccc(Cl)cc3)CC2)cc1OC (stereo not given)
#21 CCCn1c(N)c(C(=O)CSc2nc(C)cs2)c(=O)[nH]c1=O
#22 CCN(CC)CCn1c2c(c(SCC(=O)Nc3ccc(C(C)C)cc3)nc1=O)CCCC2
#23 CCOC(=O)N1CCN(C2CC(=O)N(c3ccc(C)cc3)C2=O)CC1 (stereo not given)
#24 CCOc1ccc(NC(=O)C2CC(=O)N(CCc3ccccc3)C2)cc1OC (stereo not given)
entry no.	17	18	19	20	21	22	23	24
ASM inhibitor	1%	0%	-19%	-2%	0%	.	4%	1%
TCR act	8%	3%	-3%	-1%	15%	-2%	0%	-2%
ELG1 DNA repair	2%	-8%	?	0%	-23%	-9%	4%	13%
a7 integrin act	-2%	13%	12%	-18%[7.66 µM]	17%	8%	18%	8%
TSHR antag	20	-3	4	5	-3	-6	0	19
Eya2 inh	8%	2%	7%	-7%	-28%	-7%	-13%	-11%
PTAP TSG101 blk	-2%	0%	-1%	-7%	-7%	1%	-4%	0%
Chronic BCR inh	-9%	6%	?	?	?	4%	-3%	-11%
A-T KAP1 phos	.	-5%	0%	7%	-4%	-2%	11%	10%
Tb PFK block	-2%	-7%	1%	3%	2%	0%	-1%	7%
Mito fusion yeast	0%	3%	26%	-3%	0%	-2%	-9%	5%

#25 CCCNC(=O)c1onc(CSc2ccncc2)c1C(=O)NCCC
#26 O=C(O)Cn1cnc2ccccc2c1=O
#27 O=C(NCCCN1CCCCC1)c1ccc2c(c1)NC(=O)C(N1CCCCC1)S2 (stereo not given)
#28 Cn1c(=O)[nH]c(=O)c2c1nc(NC1CCCC1)n2Cc1ccccc1
#29 CCN(CC)CCNC(=O)C(C)c1nn(C)c(=O)c2ccccc12 (stereo not given)
#30 CC(=O)COc1ccc(-c2csnn2)cc1
#31 COc1ccc(COc2cc(-c3cccc(OC)c3)nc3ccc(NC(=O)c4ccccc4)cc23)cc1
#32 COc1ccc(CN2CC[C@H]3C=CCc4cccc(c43)C2)cc1
#33 O=C(CSc1nc(=O)n2ccccc2n1)NCCc1ccccc1
entry no.	25	26	27	28	29	30	31	32	33
ASM inhibitor	0%	2%	1%	2%	4%	2%	?	15%	1%
TCR act	-1%	.	0%	-1%	6%	12%	2%	-13%	0%
ELG1 DNA repair	4%	10%	5%	-6%	11%	?	6.5µM*	-21%	1%
a7 integrin act	10%	-19%	-2%	-11%	-32%	-5%	-23%	10%	13%
TSHR antag	0	8	12	9	8	1	9	-2	13
Eya2 inh	8%	18%	9%	-10%	-5%	-29%	-19%	-22%	12%
PTAP TSG101 blk	-2%	-2%	-9%	-1%	-2%	0%	-2%	-7%	-6%
Chronic BCR inh	7%	-13%	-14%	-1%	-6%	-4%	?	-11%	0%
A-T KAP1 phos	-32%	.	-8%	-5%	9%	8%	-11%	2%	-3%
Tb PFK block	3%	-1%	-3%	1%	2%	1%	-9%	5%	-4%
Mito fusion yeast	-14%	-4%	-1%	2%	-1%	-2%	2%	3%	0%
